FBW7 act = FBW7 E3 ligase activators, primary screen, biochemical, AlphaScreen, human. normalized activity (activation), % at 26.1 µM. AlphaScreen FBW7–phospho-cyclin E peptide binding, activator screen. F-box/WD repeat-containing protein 7 (Homo sapiens), Q969H0. hit rate 0.13% among 650,000; in the data active means normalized activity above about 1.9%;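 further: purified mutant Fbw7 with reduced substrate affinity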
Target sequence (Q969H0 whole entry, looked up): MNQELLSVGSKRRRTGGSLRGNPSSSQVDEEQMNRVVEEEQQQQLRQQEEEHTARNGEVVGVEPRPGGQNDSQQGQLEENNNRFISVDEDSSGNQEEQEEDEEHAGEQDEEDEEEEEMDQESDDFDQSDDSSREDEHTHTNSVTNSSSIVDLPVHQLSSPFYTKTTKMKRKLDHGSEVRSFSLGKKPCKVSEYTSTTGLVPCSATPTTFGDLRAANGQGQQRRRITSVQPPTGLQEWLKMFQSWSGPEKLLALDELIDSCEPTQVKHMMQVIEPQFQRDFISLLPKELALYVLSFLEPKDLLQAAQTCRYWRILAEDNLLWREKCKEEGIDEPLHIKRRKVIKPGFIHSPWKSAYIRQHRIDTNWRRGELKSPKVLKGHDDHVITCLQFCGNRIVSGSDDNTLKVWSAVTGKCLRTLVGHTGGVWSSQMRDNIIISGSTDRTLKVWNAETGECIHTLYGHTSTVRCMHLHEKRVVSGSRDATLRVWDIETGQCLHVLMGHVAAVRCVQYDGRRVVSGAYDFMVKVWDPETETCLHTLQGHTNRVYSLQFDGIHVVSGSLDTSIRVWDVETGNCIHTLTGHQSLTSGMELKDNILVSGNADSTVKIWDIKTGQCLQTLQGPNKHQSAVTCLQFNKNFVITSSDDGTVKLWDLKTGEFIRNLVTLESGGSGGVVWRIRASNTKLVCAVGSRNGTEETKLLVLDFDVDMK
GPR151 activ = activators of human GPR151, primary screen, cell-based, PathHunter beta-arrestin, luminescence; G-protein coupled receptor 151 (Homo sapiens), Q8TDV0; PathHunter beta-arrestin GPR151 cells; activation, % at 11.2 µM; hit rate 1% among 650,000; AID 1508602, 2020; in the data active means activation above about 4.9%;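 further: 0% = median of compound wells and 100% = cells with positive control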
MITF inh = MITF inhibitors, primary screen, biochemical, AlphaScreen, human. Microphthalmia-associated transcription factor (Homo sapiens), O75030. AlphaScreen MITF homodimerization, bead proximity signal. inhibition, % at 2.6 µM. hit rate 0.91% among 650,000. AID 1259374, 2018; in the data active means inhibition above about 50%;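 further: 0% = vehicle wells with protein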
TEAD-YAP inh = TEAD-YAP interaction inhibition, primary screen, TEAD-YAP interaction inhibitor project, luminescence, HEK-TIYL cells; TEAD-Gal4/YAP UAS-luciferase luminescence; inhibition, % at 9.12 µM; hit rate 1.4% among 640,000; AID 1259422, 2018; in the data active means inhibition above about 32%;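 further: 0% = median of test compound wells and 100% = reference inhibitor wells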
* = called active by the depositor.

no.	mol	FBW7 act	GPR151 activ	MITF inh	TEAD-YAP inh
1	Cc1cccc(C(=O)Nc2ccc(O)cc2C)c1	0.0	-0.4	0	22
2	O=C1c2oc3ccc(F)cc3c(=O)c2C(c2cccs2)N1CCCN1CCOCC1 (configuration not stated)	-0.3	0.1	7	-53
3	COc1ccc(-c2cc(-c3ccccc3)nc(SCC(=O)Nc3ccccc3C)c2C#N)cc1	-0.1	-1.2	-9	-3
4	COc1cc(C2C=C(c3ccc(Cl)cc3)Nc3nnnn32)cc(OC)c1OC (configuration not stated)	0.6	-1.4	23	55*
5	CCOC(=O)NC(=O)/C(C#N)=N/Nc1ccc(C(=O)OC)cc1	0.0	0.1	14	-9
6	COc1ccc(Cl)cc1S(=O)(=O)N1CCN(C(c2ccccc2)c2ccccc2)CC1	-0.2	0.0	6	5
7	Oc1ccc(-c2ccccn2)cc1CNCc1cccs1	0.0	0.3	6	0
8	CCOc1ccc(C(=O)Nc2ccc3c(c2)CN(S(=O)(=O)c2ccccc2)CC3)cc1	-0.1	3.2	4	-6
9	CCN1CCN(C(c2cccs2)c2nnnn2C(C)(C)C)CC1 (configuration not stated)	0.3	-0.6	-1	-1
10	COCC1CCCCN1C(=O)c1cc(COc2cccc(C(F)(F)F)c2)on1 (configuration not stated)	0.5	-0.7	11	-40
11	Cc1c(CCC(=O)O)c(=O)[nH]c2ccccc12	-0.2	-0.2	12	2
12	COc1ccc(C(=O)Nc2c(-c3ccccc3)nc3cc(C)ccn23)cc1	0.0	-1.2	0	-19
13	O=C1C2C3C=CC(O3)C2C(=O)N1c1ccccc1[N+](=O)[O-] (configuration not stated)	0.3	-0.8	4	6
14	N#CCc1ccc(NC(=O)COc2cccc(Br)c2)cc1	0.2	2.9	0	-13
15	CC(C)OC(=O)Nc1ccc2c(c1)N(C(=O)CNCCO)c1ccccc1CC2	0.1	-0.5	-6	-3
16	O=C(Nc1cccc2ncccc12)c1cccc(Br)c1	-0.1	0.3	12	1
17	O=C(O)c1ccc2c(c1)ncn2-c1ccc(F)c(F)c1	-0.1	-0.7	10	-7
18	COc1cccc(C(=O)Oc2ccc(/C=C3/C(=N)N4OC(C)=CC4=NC3=O)cc2)c1	0.0	-0.1	3	3
19	CC(c1ccccc1)C1C(C#N)=C(N)OC(N)=C1C#N (configuration not stated)	0.2	-0.1	5	7
20	COc1cccc(-c2c(NC(=O)c3cccs3)oc3ccc(Cl)cc3c2=O)c1	0.1	-1.1	-1	1
21	C=CCn1c(Cc2ccc(OC)cc2)nnc1SCC(=O)NC1CCCCC1	0.5	-1.1	12	12
22	COC(=O)C1=C(O)CSC1=Nc1ccccc1F	0.1	-0.1	15	-10
23	CSCc1ccc(C(=O)N2CCCC(CNC(=O)c3cc(C)on3)C2)o1 (configuration not stated)	-0.1	-0.7	15	-9
24	O=C1[C@@H]2CCCN2C(=O)[C@H]2CN(Cc3nc(-c4ccccc4)cs3)CCN12	0.3	-1.4	16	31
25	Cc1nnc(SCC(=O)Nc2cccc(C(F)(F)F)c2)o1	0.3	-0.5	-13	-10
26	CCc1noc(-c2[nH]c3ccccc3c2C(=O)C(=O)N(C)C)c1C	-0.1	-1.0	-4	3
27	O=C(NC1CCCCCC1)C(=O)NC1CCCC1	0.0	-0.3	0	-20
28	CCOC(=O)C1CCN(CC(=O)c2ccc(O)c(C)c2O)CC1	1.0	-1.7	9	4
29	COc1ccc(CCC(=O)Nc2nnc(C(F)(F)F)s2)cc1	-0.1	-0.4	0	7
30	CC(C)c1ccc(N(CC(=O)NCCC2=CCCCC2)S(C)(=O)=O)cc1	-0.1	-1.9	-6	0
31	COc1ccccc1-n1cc(C(=O)NCC(=O)Nc2ccc(Oc3ccccc3)cc2)c2ccccc2c1=O	0.2	1.5	18	3
32	COc1ccc(CCNC(=O)c2[nH]c(C)c(C(C)=O)c2C)cc1OC	-0.1	-0.9	2	-2
33	CCN(C(=O)Cc1cccs1)c1nnc(-c2cccnc2)s1	-0.2	0.0	13	-20
34	CC(C)(C)c1ccc2c(c1)OCCOCCOc1cc(C(C)(C)C)ccc1OCCOCCO2	0.1	1.3	9	17
35	O=C(Cn1c(=O)n(-c2ccccc2)c(=O)c2oc3ccccc3c21)NCc1ccc(F)cc1	0.7	-0.1	14	-5
36	O=C(c1ccco1)N1CCN(c2nnc(-c3ccccc3)c3ccccc23)CC1	0.5	-0.5	20	11
37	N=c1oc2c(Br)cc(Br)cc2cc1C(N)=O	-0.1	-0.7	5	8
38	CC(=O)c1ccc(Nc2nccc(-c3ccc(NS(C)(=O)=O)cc3)n2)cc1	1.3	-0.4	20	2
39	Cc1ccc(C2Sc3ccccc3NC3=C2C(=O)c2ccccc23)cc1 (configuration not stated)	-0.3	0.9	4	-4
40	COc1cccc(-c2noc(-c3cccc(C)c3)n2)c1	0.1	-1.5	-30	-37
41	CC(=O)NC1=NN(C(C)=O)C(C)(CCS(=O)(=O)c2ccc(Br)cc2)S1 (configuration not stated)	0.2	-0.1	6	6
42	CC(C)OC(=O)c1c(NC(=O)COc2cccc(C(F)(F)F)c2)sc2c1CCCC2	0.7	0.4	21	4
43	CC(=O)N1CCN(Cc2nc3cc([N+](=O)[O-])ccc3n2C)CC1	0.0	-0.2	12	-1
44	CCOc1ccccc1N(CC(=O)Nc1ccc(F)cc1)S(C)(=O)=O	0.0	0.7	-5	0
45	Cc1ccccc1N/N=C/c1ccc(O)c(O)c1O	-0.1	1.6	35	13
46	O=C(O)c1ccc2c(c1)C(=O)N(C(Cc1cnc[nH]1)C(=O)O)C2=O (configuration not stated)	-0.2	-0.7	21	4
47	NS(=O)(=O)c1ccc(CCNC(=O)c2ccc(Br)cc2)cc1	0.5	-1.0	3	5
48	COc1ccc(C(=O)[C@H]2CCCN(C(=O)c3cc(C4CC4)[nH]n3)C2)cc1	-0.1	-0.6	3	6

Profiles from above.
O=C(O)c1ccc2c(c1)C(=O)N(C(Cc1cnc[nH]1)C(=O)O)C2=O (configuration not stated) in the list: FBW7 act = -0.2; GPR151 activ = -0.7; MITF inh = 21; TEAD-YAP inh = 4
COc1ccc(C(=O)[C@H]2CCCN(C(=O)c3cc(C4CC4)[nH]n3)C2)cc1 in the list: FBW7 act = -0.1; GPR151 activ = -0.6; MITF inh = 3; TEAD-YAP inh = 6

Additional results:
no.	mol	FBW7 act	GPR151 activ	MITF inh	TEAD-YAP inh
49	O=C(NNC(=O)C(=O)NNC(=O)Nc1ccc([N+](=O)[O-])cc1)Nc1ccc([N+](=O)[O-])cc1	0.1	-0.2	3	0
50	N#Cc1nc(N2CCCCC2)nc(N2CCOCC2)n1	0.0	0.6	-11	5
51	NS(=O)(=O)c1ccc(CCNC(=O)CSc2nc3ccccc3c(=O)n2CC2CCC(C(=O)NCCc3ccccc3)CC2)cc1 (configuration not stated)	0.0	1.3	14	-2
52	CCc1ccc(/C=C2/C(=N)N3OC(C)=CC3=NC2=O)cc1	-0.1	1.5	-5	-1
53	CC(C)C(=O)Nc1ccc(S(=O)(=O)NCC2(c3cccs3)CCOCC2)cc1	0.1	-1.3	13	4
54	NC(=O)c1cccc(-c2cnc3c(NCC4CC4)nccn23)c1	0.2	2.5	12	-56
55	CC(=O)Nc1ccc(NC(=O)CSc2n[nH]c(N)n2)cc1	0.0	-3.1	4	-6
56	NS(=O)(=O)c1cccc(-c2ccc(/C=C3/SC(=S)N(CC(=O)O)C3=O)o2)c1	-0.5	-0.1	0	7
57	COC(=O)C(CC(C)C)NC(=O)/C=C/c1ccc(OC)c(OC)c1 (configuration not stated)	-0.1	1.2	-5	-5
58	N#Cc1c(C(F)(F)F)cc(-c2cccs2)nc1SCC(=O)Nc1nc(-c2ccccc2)cs1	0.2	0.5	13	6
59	N#Cc1c(-c2ccccc2)nc(SCC(=O)Nc2ccccn2)[nH]c1=O	0.0	2.0	7	3
60	CN(C)c1cccc(Nc2nc(Nc3ccc(N4CCOCC4)cc3)c3ncn(Cc4ccc(C(F)(F)F)cc4)c3n2)c1	-0.1	0.8	-12	-16
61	c1ccc2nc3c(nc2c1)OCC1CCCCN31 (configuration not stated)	0.0	-1.6	-17	-44
62	Cc1c(C(=O)N2CCN(c3cccc(Cl)c3)CC2)sc2ncnc(N3CCC(C)CC3)c12	0.1	-0.4	8	3
63	O=C(Nc1ccc(F)cc1F)C1COc2ccccc2O1 (configuration not stated)	0.3	1.7	-4	-45
64	Cc1ccc(-c2ccc(S(=O)(=O)NCc3ccco3)cc2)cc1	0.1	-0.5	12	12
65	CC(=O)Nc1ccc(Nc2nc(-c3cccc(N)c3)ncc2C)cc1	0.0	-1.1	-6	-1
66	CN1C(=O)c2cccc3c(S(=O)(=O)NCCCC(=O)O)ccc1c23	0.0	1.4	5	-1
67	N#CCCn1cc(/C=N/Nc2ncnc(N)c2[N+](=O)[O-])c(-c2ccccc2)n1	-0.2	-0.4	6	19
68	Cc1ccc(Cl)cc1NC(=O)CC1S/C(=N\N=C2CCCCC2)NC1=O (configuration not stated)	0.2	1.4	18	8
69	CN1CCN(C(=S)Nc2cccc(S(=O)(=O)N(C)C)c2)CC1	-0.1	-0.6	6	2
70	Cc1cc(Cl)c(Cl)cc1S(=O)(=O)NCCCn1ccnc1	0.0	0.0	22	-13
71	S=c1n(CN2CCCCC2)nc2c(Cl)cc(Cl)cn12	0.0	-0.9	-1	2
72	O=C(CCn1nnc2ccccc21)N/N=C/c1c[nH]c2ccccc12	0.0	-0.4	-13	7
73	O=C(CN1C(=O)NC(Cc2c[nH]c3ccccc23)C1=O)Nc1ccc(F)c(F)c1F (configuration not stated)	0.1	-1.0	-3	-7
74	Cc1cc(OCC(=O)Nc2sc3c(c2C(N)=O)CCC(C)C3)ccc1Cl (configuration not stated)	-0.1	0.1	4	5
75	C/C(N)=C(/C#N)C(=O)COc1ncnc2c1cnn2-c1ccccc1	0.0	1.2	0	-7
76	CCC/C(=N\NC(N)=S)c1cc(O)ccc1O	-1.3	0.0	16	6
77	CC(NC(=O)c1nc2nc(-c3ccccc3)cc(C(F)(F)F)n2n1)c1ccccc1 (configuration not stated)	-0.4	2.3	0	-1
78	CC(=O)NC1=NC(=O)/C(=C/c2ccc(OCc3ccc([N+](=O)[O-])cc3)cc2)S1	0.2	5.0*	17	1
79	C=CCn1c(SCC(=O)NCc2ccco2)nnc1-c1ccc(OC)cc1	0.0	0.8	17	7
80	O=C(COc1ccc2c(c1)CCC2)NNC(=O)Cc1c[nH]c2ccccc12	0.7	0.2	28	6
81	CSc1nc2ccc(NC(=O)CSc3nc4ccc(N)cc4s3)cc2s1	-0.1	-0.2	-1	-18
82	CCCOc1ccc(C(=O)Nc2ccc3nn(-c4ccc(OCC)cc4)nc3c2)cc1	-0.2	-1.3	0	8
83	CCOc1cc(C2C(C(=O)OC3CCCC3)=C(C)NC3=C2C(=O)CC(c2ccccc2)C3)cc(Br)c1O (configuration not stated)	-0.1	-0.3	-3	17
84	Cc1ccc(-c2nnc(SCC(=O)Nc3nc(C)c(C)s3)n2C)cc1	-0.2	-0.1	4	7
85	CCSCc1nnc(SCC(=O)c2ccc(OC)cc2)n1C	0.0	-0.3	1	4
86	COC(=O)c1ccc(-n2nnnc2SCC(=O)N2CCOCC2)cc1	-0.1	4.9*	3	-5
87	COC(=O)c1cc(NC(=O)CCS(=O)(=O)c2ccc(OC)cc2)cc(C(=O)OC)c1	0.0	0.9	5	4
88	N#Cc1c(Cl)nsc1-c1ccc(Cl)cc1Cl	-0.1	-0.5	11	-2
89	CCC1=CC(C)(CC)N2C(=O)C(=O)c3c(C)ccc1c32 (configuration not stated)	-0.5	-1.1	49	1
90	Clc1ccc(C2C=C(c3ccccc3)Nc3nnnn32)c(Cl)c1 (configuration not stated)	-0.1	2.1	-17	-16

Structures above with a Cl atom, in the order listed:
no.	mol	FBW7 act	GPR151 activ	MITF inh	TEAD-YAP inh
4	COc1cc(C2C=C(c3ccc(Cl)cc3)Nc3nnnn32)cc(OC)c1OC (configuration not stated)	0.6	-1.4	23	55*
6	COc1ccc(Cl)cc1S(=O)(=O)N1CCN(C(c2ccccc2)c2ccccc2)CC1	-0.2	0.0	6	5
20	COc1cccc(-c2c(NC(=O)c3cccs3)oc3ccc(Cl)cc3c2=O)c1	0.1	-1.1	-1	1
62	Cc1c(C(=O)N2CCN(c3cccc(Cl)c3)CC2)sc2ncnc(N3CCC(C)CC3)c12	0.1	-0.4	8	3
68	Cc1ccc(Cl)cc1NC(=O)CC1S/C(=N\N=C2CCCCC2)NC1=O (configuration not stated)	0.2	1.4	18	8
70	Cc1cc(Cl)c(Cl)cc1S(=O)(=O)NCCCn1ccnc1	0.0	0.0	22	-13
71	S=c1n(CN2CCCCC2)nc2c(Cl)cc(Cl)cn12	0.0	-0.9	-1	2
74	Cc1cc(OCC(=O)Nc2sc3c(c2C(N)=O)CCC(C)C3)ccc1Cl (configuration not stated)	-0.1	0.1	4	5
88	N#Cc1c(Cl)nsc1-c1ccc(Cl)cc1Cl	-0.1	-0.5	11	-2
90	Clc1ccc(C2C=C(c3ccccc3)Nc3nnnn32)c(Cl)c1 (configuration not stated)	-0.1	2.1	-17	-16
